Source: PubChem
CF NFkB block: inhibitors of PAF-induced NF-kB signaling, primary screen, cell-based, GFP fluorescence, uHTS. inhibition, % at 5 µM. actives 0.86% (n = 360,000). KKLEB NF-kB-GFP reporter, GFP fluorescence overnight;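 active means at least 50% inhibition at 5 µM, scaled per plate between neutral and stimulator controls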;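 further: PAF is a Pseudomonas aeruginosa culture filtrate used as stimulus; plate controls were PAF-stimulated DMSO wells for no effect and unstimulated DMSO wells for full effect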
Shn3 inh set2: reduction of Shn3 3'UTR firefly luciferase signal, primary screen, Schnurri-3 inhibitor project, cell-based, Clone20 osteoblasts, set 2; Clone20 osteoblast Shn3 3'UTR firefly luciferase, 24 h; inhibition, % at 12.5 µM; actives 0.52% (n = 360,000); AID 588674, 2011;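 active means mean inhibition of at least 75% with every replicate also reaching 75%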;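 further: 0% = median of neutral control wells and 100% = pilot-screen positive control compound; some compounds past the cut are filed as inactive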
TRAIL sens C8: viability loss with TRAIL in NB7+C8 cells, primary screen, TRAIL sensitizer project, cell-based, ATPlite luminescence; inhibition (viability loss, TRAIL sensitization), % at 10 µM; actives 1% (n = 360,000); AID 624354, 2012;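 active means compounds causing at least 50% loss of cell viability in the single-dose screen, relative to plate controls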
NR2E3 ag-1: inhibitors of NR2E3-RetCOR corepressor binding, primary screen, NR2E3 agonist project, biochemical, TR-FRET, GST-NR2E3, biotin-RetCOR; actives 0.12% (n = 320,000); 1536-well; Photoreceptor-specific nuclear receptor (Homo sapiens), Q9Y5X4; AID 2300, 2010; inhibition of corepressor binding, % at 4.78 µM;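 active means percent inhibition above the cutoff of mean plus 3 SD of all tested compounds, set per screening campaign, cut at about 20% in these data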;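 further: 0% = DMSO wells and 100% = biotin wells as full block of FRET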
Target sequence (Q9Y5X4 whole entry, looked up): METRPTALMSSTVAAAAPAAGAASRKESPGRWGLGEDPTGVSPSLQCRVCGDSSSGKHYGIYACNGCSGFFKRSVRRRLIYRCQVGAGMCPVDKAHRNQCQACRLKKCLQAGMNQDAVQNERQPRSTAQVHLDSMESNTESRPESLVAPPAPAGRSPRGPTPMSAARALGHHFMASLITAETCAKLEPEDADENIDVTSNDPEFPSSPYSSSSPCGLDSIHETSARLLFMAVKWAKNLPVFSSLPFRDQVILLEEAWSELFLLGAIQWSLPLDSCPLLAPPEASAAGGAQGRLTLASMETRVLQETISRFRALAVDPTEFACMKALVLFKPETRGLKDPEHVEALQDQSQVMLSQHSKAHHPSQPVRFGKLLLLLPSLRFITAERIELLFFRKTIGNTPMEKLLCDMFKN
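Material – GST-tagged NR2E3 plus biotinylated RetCOR corepressor · Quantity – NR2E3 fusion 1.35 nM · Times – 5 h incubation at 4 °C · Medium – pH 7.5 Tris-based buffer · Technique – TR-FRET, Eu(K)-anti-GST donor, streptavidin-D2 acceptor, ex 340, em 617/671 nm · Benchmarks – high control biotin, low control 0.6% DMSO · Format – 1536-well plates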
KKLEB cytotox: cytotoxicity in KKLEB CF airway cells, primary screen, cytotoxicity control for CF NF-kB inhibitor project, cell-based, uHTS, fluorescence assay plates; KKLEB CF airway cells viability, ATPlite luminescence, overnight; stronger effect = lower value; cells stimulated with P. aeruginosa culture filtrate; actives 0.36% (n = 360,000); activity change (cytotoxicity), % at 5 µM; AID 602141, 2011;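 active means corrected activity change at or below -50% at 5 µM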
hiPSC survival: enhancers of single-cell hiPSC survival, primary screen, ATPlite luminescence; 100% = ROCK inhibitor wells, 0% = DMSO; survival enhancement, % at 20 µM; actives 0.044% (n = 360,000); in the data active means survival enhancement above about 18%;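 further: cells exposed to compounds for 16 hours before the ATP read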
NR2E3 ag-2: NR2E3 agonists in two-hybrid cells, primary screen, cell-based, luminescence, CHO-S, Gal4-NCOR/VP16-NR2E3; AID 602229, 2012; actives 0.35% (n = 360,000); luciferase; inhibition of corepressor binding, % at 3.98 µM;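 active means inhibition above the mean of all tested compounds plus 3 SD, cut at about 70% in these data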;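 further: 0% = DMSO with NR2E3 transfected cells and 100% = cells lacking NR2E3 construct; higher means lower luciferase signal from less NR2E3 corepressor binding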
LMP1 NFkB inh: EBV LMP1-driven NF-kappaB luciferase reporter inhibitors, primary screen, cell-based, luminescence, single point; inhibition, % at 12.5 µM; LMP1-induced NF-kappaB luciferase reporter cells; actives 0.69% (n = 350,000); in the data active means inhibition above about 41%;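 further: 0% = neutral control wells and 100% = reference inhibitor control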
Peg3 prom inh: Peg3 promoter-driven luciferase inhibitors, primary screen, cell-based, HeLa, luciferase luminescence. inhibition, % at 20 µM. HeLa PEG-Prom luciferase reporter, overnight. actives 1.7% (n = 360,000);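 active means inhibition of at least 50% at 20 µM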
HIF-2a block: HIF-2a reporter inhibitors, primary screen, luminescence, 786-0 RCC cells; 786-0 RCC cells HIF-2a reporter, luciferase luminescence, overnight; inhibition, % at 18.8 µM; actives 0.72% (n = 360,000); AID 624352, 2012;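 active means inhibition of the luminescence signal of 40% or more relative to plate controls, in a single-dose primary screen at 18.75 µM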
TRPM1 prom inh: inhibitors of MITF-dependent TRPM1 promoter reporter, primary screen, cell-based, SK-MEL-5, single point, luciferase; SK-MEL-5 TRPM1 promoter luciferase, 24 h; inhibition, % at 12.5 µM; actives 0.83% (n = 330,000);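 active means mean inhibition across replicates of 60% or more, whatever share of single replicates reaches that level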; further: values of inactives mirror those of a sister screen read the other way
Starred values were filed as active, the others as inactive; nt = not tested or not shown.

molecule	CF NFkB block	Shn3 inh set2	TRAIL sens C8	NR2E3 ag-1	KKLEB cytotox	hiPSC survival	NR2E3 ag-2	LMP1 NFkB inh	Peg3 prom inh	HIF-2a block	TRPM1 prom inh
N#Cc1c(-c2ccccc2)nc(SCc2cccc(C(F)(F)F)c2)[nH]c1=O	0	-19	-5	3	8	-0.8	58	-2	15	13	-6
Cc1cc(C)nc(NS(=O)(=O)c2ccc(NS(=O)(=O)c3ccc(C#N)cc3)cc2)n1	5	1	-21	1	3	-0.4	-5	-2	13	8	11
CN(Cc1ccccc1Cl)C(=O)C1CCC(=O)N(CCc2cccc(F)c2)C1 (configuration not stated)	0	-17	-12	-1	12	-0.3	-1	-11	-18	-23	-8
COc1cccc(C(=O)OCC(=O)NC(C)CCc2ccccc2)c1O (configuration not stated)	-1	11	-12	-2	-7	-0.5	-5	2	6	12	16
COP(=O)(OC)c1nc(-c2cccc3ccccc23)oc1NCc1ccccc1	3	17	10	1	5	0.1	4	5	17	31	-13
CCCc1cc(=O)[nH]c(SCC(=O)Nc2nc(-c3ccccc3)cs2)n1	4	-18	-10	7	12	-0.5	13	-5	6	5	11
Cc1ccc(C2=[N+]([O-])C3(CCCCC/C3=N\NC(N)=O)N(O)C2(C)C)o1 (configuration not stated)	3	0	-11	-4	5	3.8	-1	0	5	18	-3
COc1ccc(S(=O)(=O)Nc2cc(C)on2)cc1	10	-12	-2	0	-5	-0.2	3	-7	8	3	-3

The list goes on:
molecule	CF NFkB block	Shn3 inh set2	TRAIL sens C8	NR2E3 ag-1	KKLEB cytotox	hiPSC survival	NR2E3 ag-2	LMP1 NFkB inh	Peg3 prom inh	HIF-2a block	TRPM1 prom inh
CCOC(=O)c1cccc(NC(=O)c2cc(C)nn2-c2ccccc2)c1	-17	9	-6	-4	0	-0.4	-61	2	-5	0	2
CC(C)CC(OC(=O)c1cccs1)C(=O)NCC1CCCO1 (configuration not stated)	-6	-11	-14	2	4	-2.2	4	6	1	-12	-4
CS/C(=N\S(=O)(=O)c1cccs1)Nc1cccc(Cl)c1C	-3	-25	1	2	0	0.1	-6	11	24	29	2
CC1CN(CCCCOc2ccc(C(C)C)cc2)CC(C)O1 (configuration not stated)	10	14	34	1	-4	0.4	2	-2	0	-10	6
O=C(N/N=C/c1c[nH]c2ccccc12)c1sc2ccccc2c1Cl	-12	-69	-4	3	19	0.6	-64	-21	-230	-264	-36
Clc1ccc(-c2cc(-c3ccccn3)on2)c(Cl)c1	1	-21	88*	3	-62*	-0.8	-122	25	-91	-62	14
Cc1csc(N/N=C/c2ccc(O)c([N+](=O)[O-])c2)n1	-7	-6	-2	-1	-4	1.6	-21	6	-27	-11	-13
COc1ccc(NC(=O)C2CCCN(c3cc(C)nc4ncnn34)C2)cc1 (configuration not stated)	-28	4	1	2	8	0.1	38	0	1	6	-14

Following part.
molecule	CF NFkB block	Shn3 inh set2	TRAIL sens C8	NR2E3 ag-1	KKLEB cytotox	hiPSC survival	NR2E3 ag-2	LMP1 NFkB inh	Peg3 prom inh	HIF-2a block	TRPM1 prom inh
CC1=C(C(N)=O)C(c2cccnc2)n2nc(-c3cccc(Cl)c3)nc2N1 (configuration not stated)	8	-17	-6	1	-2	5.8	-10	3	8	10	4
C/C(=C\c1cc(C(=O)O)c(C)o1)CO	-3	3	-17	3	9	1.4	10	-1	-1	4	-4
CCCS(=O)(=O)NC(=O)C1(C)CCCN(C(=O)c2ccc3c(c2)OCO3)C1 (configuration not stated)	2	1	-6	nt	4	0.0	4	nt	6	5	nt
CC(=O)NCc1ccc(S(=O)(=O)N2CCCN(C)CC2)cc1	5	-13	-6	-5	4	0.7	-13	-5	8	13	8
Cc1ccc(NC(=O)C2CCN(C(=O)NC3CCCCC3)CC2)cc1	5	-14	-9	1	-3	-1.8	-15	5	10	6	2
N#CCC(=O)N/N=C/c1ccc(SCC(=O)Nc2ccccc2)o1	12	10	0	3	-11	0.8	-19	-10	5	11	4
CSc1nc(C)nc(C2CC2)c1C#N	-10	0	5	-1	2	-0.6	-16	-6	18	23	-2
CC1=CCC2C(=O)N(c3cccc(C(=O)N(C)C4CCCCC4)c3)C(=O)C2C1 (configuration not stated)	-1	8	9	3	-1	-3.1	-2	2	8	3	0

The results go on:
molecule	CF NFkB block	Shn3 inh set2	TRAIL sens C8	NR2E3 ag-1	KKLEB cytotox	hiPSC survival	NR2E3 ag-2	LMP1 NFkB inh	Peg3 prom inh	HIF-2a block	TRPM1 prom inh
CCCCNC(=O)Cc1c(O)c2ccccc2[nH]c1=O	-2	-8	-1	-2	8	0.5	-21	1	6	13	-3
Cc1cc(C)cc(NC(=S)Nc2ccc(Cl)c(Cl)c2)c1	8	-5	-2	4	5	-3.8	-9	5	26	-21	-2
O=C(/C=C/c1ccco1)NCc1ccco1	2	-2	2	7	-2	-0.4	-6	-13	-13	-6	-15
O=C(NCCCN1CCOCC1)c1ccc(CS(=O)(=O)Cc2ccc(Cl)cc2)o1	-5	-17	-11	0	10	-0.2	0	2	10	11	6
COc1ccc(S(=O)(=O)N2CCC3(CC2)OCCN3S(=O)(=O)c2ccc(OC)cc2)cc1	-2	33	2	1	13	-0.3	22	3	25	16	3
CC1(C)CC(=O)C2=C(C1)N(C1CCCCC1)C(=O)C2(O)C(F)(F)F (configuration not stated)	-12	1	-1	0	8	6.0	-7	1	5	14	2
CCOc1ccc(S(=O)(=O)N2CCCC(C(=O)NCc3ccncc3)C2)cc1 (configuration not stated)	24	-8	3	2	-5	-0.1	-16	5	5	11	-12
COc1ccc(S(=O)(=O)N2CCN(C(=O)Cc3ccsc3)CC2)cc1	8	4	-14	nt	-6	-0.4	-4	-1	10	5	2

Ordered by value in NR2E3 ag-1 (high to low): three from the list above.
molecule	NR2E3 ag-1
N#CCC(=O)N/N=C/c1ccc(SCC(=O)Nc2ccccc2)o1	3
CC1(C)CC(=O)C2=C(C1)N(C1CCCCC1)C(=O)C2(O)C(F)(F)F (configuration not stated)	0
COc1cccc(C(=O)OCC(=O)NC(C)CCc2ccccc2)c1O (configuration not stated)	-2

Other compounds.
molecule	CF NFkB block	Shn3 inh set2	TRAIL sens C8	NR2E3 ag-1	KKLEB cytotox	hiPSC survival	NR2E3 ag-2	LMP1 NFkB inh	Peg3 prom inh	HIF-2a block	TRPM1 prom inh
Cc1ccccc1CNC(=O)c1ccccc1N	5	12	0	-3	-7	-0.9	-1	5	1	-16	2
O=C(CCN1CCCCO1)NC1CCCc2c1cnn2-c1ccc(F)cc1F (configuration not stated)	-23	-2	-1	nt	13	0.3	0	-4	6	3	nt
COc1cccc(CNS(=O)(=O)c2ccc3c(c2)CC(C)N3C(=O)C2CCC2)c1 (configuration not stated)	9	64	20	-2	-36	-0.3	88*	17	10	3	15
C=CCOC(=O)COc1ccc2c3c(c(=O)oc2c1)CCCC3	8	-10	-9	nt	-8	-1.1	5	2	-1	23	nt
FC(F)(F)c1cc(-c2ccc(Cl)cc2)nc2ncnn12	-35	9	0	-3	14	0.7	26	5	-14	-12	2
Cc1cccnc1C(NC(=O)C1CCN(Cc2ccc(Oc3ccccc3)cc2)CC1)c1ccccc1 (configuration not stated)	2	13	5	nt	-11	4.0	28	nt	14	3	nt
O=[N+]([O-])c1ccc(Oc2cnc3ccccc3n2)cc1	5	-9	-3	-1	25	0.1	-46	-1	-60	-44	-20
CCOC(=O)CC(=O)CSc1nc(N)c(C#N)c(-c2ccc(Cl)cc2)c1C#N	-10	-9	-10	6	3	0.2	-29	-1	10	19	-1

Following part
molecule	CF NFkB block	Shn3 inh set2	TRAIL sens C8	NR2E3 ag-1	KKLEB cytotox	hiPSC survival	NR2E3 ag-2	LMP1 NFkB inh	Peg3 prom inh	HIF-2a block	TRPM1 prom inh
CCOc1ccc(CCNC(=O)CN2C(=O)NC3(CCCC3)C2=O)cc1OCC	-29	13	-15	4	5	-0.5	-43	-2	4	11	-1
CCOC(=O)N1CCN(C(=O)COc2ccc(S(=O)(=O)NC(C)C)cc2)CC1	0	-47	3	-1	3	-2.8	-12	11	-1	5	nt
Cc1nc(C2CC(=O)OC23CCCCC3)cs1 (configuration not stated)	3	-9	-8	-1	0	-0.3	-16	2	7	19	0
Cc1cccc(C(=O)NCC(=O)N(C)CC(=O)Nc2ccc(N3CCOCC3)cc2)c1	0	2	-18	-2	0	-0.6	0	0	-3	-14	-4
CCC(C)N(C)C1CCN(C(=S)Nc2ccc(OC)cc2)CC1 (configuration not stated)	-1	0	-10	2	2	-0.6	4	2	7	11	12
CC1CCC(C(C)C)C(OC(=O)COC(=O)c2cccn2C)C1 (configuration not stated)	10	-4	24	2	6	3.5	-12	5	10	6	1
CCN(CC)CCCNC(=O)c1cc(-c2ccccc2)c(N2CCCCC2)s1	-8	-8	15	2	-1	-0.9	0	12	97*	3	9
CCn1c(CNC(=O)c2cccs2)n[nH]c1=S	6	11	12	2	4	0.5	-12	-13	8	14	2
CCOc1cccc(C(=O)N(Cc2cccc(F)c2)C2CCS(=O)(=O)C2)c1 (configuration not stated)	6	-1	4	2	-2	0.4	-17	3	3	8	5
COc1ccc(NC(=O)COC(=O)Cc2ccccc2[N+](=O)[O-])cc1OC	14	17	4	0	-6	-1.4	6	-6	-6	5	7

This is a subset; count on the stated rates, not on these rows.
